Source: PubChem BioAssay
LEDGF integ inh – blocks HIV-1 LEDGF/p75-dependent DNA integration. TR-FRET IN-LEDGF/p75 DNA integration, Eu/Cy5. inhibition, % at 3.7 µM. hit rate 0.64% among 370,000;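 active means inhibition above the screen-wide mean plus 3 SD, cut at about 13% in these data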;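 further: signal is the Cy5 over europium emission ratio at 671 and 618 nm; 0% = plate median of compound wells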
PG9 Ab binder – binds the HIV-1 gp120 antibody PG9; inhibition, % at 6.7 µM; hit rate 0.43% among 360,000; TR-FRET gp120-PG9 antibody binding; in the data active means inhibition above about 8.5%
PRMT1 FP inh – inhibitors of human PRMT1. AID 652257. hit rate 1.3% among 370,000. inhibition, % at 2.79 µM. recombinant PRMT1, activity-based probe fluorescence polarization. Q99873;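 active means inhibition above about 21% made by adding two undisclosed values, limit read from the data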
Target sequence (Q99873 whole entry, looked up): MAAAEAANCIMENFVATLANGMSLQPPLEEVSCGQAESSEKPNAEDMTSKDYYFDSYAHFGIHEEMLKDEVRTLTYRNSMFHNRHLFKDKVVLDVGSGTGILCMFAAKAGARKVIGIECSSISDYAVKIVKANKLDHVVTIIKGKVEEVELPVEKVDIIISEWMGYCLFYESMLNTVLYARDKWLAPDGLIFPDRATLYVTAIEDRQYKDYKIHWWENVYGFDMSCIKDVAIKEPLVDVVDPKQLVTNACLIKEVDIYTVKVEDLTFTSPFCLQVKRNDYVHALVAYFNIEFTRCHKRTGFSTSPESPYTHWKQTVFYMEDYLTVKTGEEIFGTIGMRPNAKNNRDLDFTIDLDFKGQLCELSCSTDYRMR
SIAE primary – human SIAE inhibition, primary screen; Q9HAT2; SIAE FP-Rh probe binding, fluorescence polarization; inhibition, % at 9.66 µM; hit rate 0.69% among 370,000;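 active means inhibition above a cutoff: mean of compounds within the control limits plus 3 SD of those, cut at about 17% in these data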;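 further: 0% = plate median of compound wells and 100% = probe without SIAE protein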
TCR CD3 inh – inhibitors of human TCR-CD3 interaction. AID 651800. TAMRA-labeled TCR probe fluorescence, biochemical. inhibition, % at 9.4 µM. hit rate 0.37% among 360,000; in the data active means inhibition above about 19%;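 further: recombinant mutant TCR 2C K166C tagged with TAMRA read by polarization; 0% = receptor in buffer alone and 100% = receptor with positive control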
mABHD4 FP – ABHD4 (mouse) inhibition, primary FP screen; Q8VD66; purified mABHD4, FP-Rh probe fluorescence polarization; inhibition, % at 8.92 µM; hit rate 0.54% among 370,000;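 active means inhibition exceeding the mean over every tested compound plus 3 SD, cut at about 30% in these data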;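 further: 0% = plate median of compound wells and 100% = S159A mutant with DMSO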
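system = mouse ABHD4 enzyme, wild type | medium = HEPES pH 7.0, NaCl, Pluronic buffer | also added = FP-Rh probe | incubation = Enzyme–compound pre-incubation 45 min, then probe 60 min, both 25 °C | technique = fluorescence polarization, excitation 525 nm, emission 598 nm, BODIPY TMR filters | controls = S159A mutant high control, sample median low control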
Rev-erbA mod – Rev-erb alpha (human) modulation; Rev-erbα–FITC-DNA binding, fluorescence polarization, 90 min; AID 1259318; activity, % at 10 µM; hit rate 0.79% among 370,000;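 active means activity above about 14%, limit read from the data; passing the limit was not always enough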;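 further: 0% = DMSO wells with 35 nM protein and 100% = DMSO wells with 750 nM protein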
TDP2 inh – blocks human TDP2 phosphodiesterase activity. inhibition, % at 12.8 µM. O95551. recombinant TDP2, T5PNP hydrolysis, p-nitrophenol absorbance 415 nm. hit rate 0.34% among 370,000;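 active means inhibition above the mean of all tested compounds plus 3 SD, set per campaign, cut at about 25% in these data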;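 further: 0% = DMSO with enzyme and 100% = buffer with substrate but no TDP2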
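test system = human TDP2 enzyme | input = TDP2 enzyme at 120 nM final | medium = 50 mM Tris-HCl pH 7.5 with Mg2+, KCl, DTT, BSA | also added = T5PNP substrate, 5 mM | times = 2 h at 37 °C | technique = epi absorbance | benchmarks = high control without enzyme, low control DMSO plus TDP2 | replication = each compound tested once, singlicate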
rCAG RNA binder – r(CAG) repeat RNA binding | inhibition, % at 3 µM | hit rate 1.3% among 370,000 | TO-PRO-1 dye displacement fluorescence;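 active means inhibition above the plate cutoff, the mean of all test compounds on that plate plus 3 SD, cut at about 35% in these data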;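 further: 0% = DMSO alone and 100% = 100 µM mitoxantrone as full dye displacement; higher means more dye released from RNA so lower well fluorescence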
HTRA1 inhibitor – inhibitors of human serine peptidase HTRA1 | inhibition, % at 5.96 µM | hit rate 0.5% among 340,000 | AID 504803 | recombinant HTRA1, FP-rhodamine activity-based probe, fluorescence polarization | Q92743; in the data active means inhibition above about 36%;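 further: 0% = enzyme with DMSO and 100% = wells lacking enzyme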
Target sequence (Q92743 whole entry, looked up): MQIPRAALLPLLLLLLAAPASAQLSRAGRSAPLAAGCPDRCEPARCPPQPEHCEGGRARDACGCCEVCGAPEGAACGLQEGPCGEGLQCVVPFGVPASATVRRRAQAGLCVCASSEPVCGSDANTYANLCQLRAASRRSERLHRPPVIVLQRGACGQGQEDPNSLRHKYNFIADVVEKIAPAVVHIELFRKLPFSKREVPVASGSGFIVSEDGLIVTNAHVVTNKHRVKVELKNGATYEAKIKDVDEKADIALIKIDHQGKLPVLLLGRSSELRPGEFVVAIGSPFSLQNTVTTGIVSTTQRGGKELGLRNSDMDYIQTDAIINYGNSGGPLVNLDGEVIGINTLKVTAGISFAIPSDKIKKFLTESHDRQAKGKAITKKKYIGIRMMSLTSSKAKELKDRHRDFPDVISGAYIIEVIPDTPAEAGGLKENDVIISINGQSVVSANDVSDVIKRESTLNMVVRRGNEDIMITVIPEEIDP
Starred values were filed as active, the others as inactive; · = no result given; & = joins results of further samples. An excerpt (hit frequency here may not be typical).

SMILES	LEDGF integ inh	PG9 Ab binder	PRMT1 FP inh	SIAE primary	TCR CD3 inh	mABHD4 FP	Rev-erbA mod	TDP2 inh	rCAG RNA binder	HTRA1 inhibitor
N#Cc1cn(CC(=O)O)c2ccccc12	1	1.9	0	5	-4	-5	-5	4	1	3
O=C(Nc1ccc(N2CCOCC2)cc1)C1CCN(S(=O)(=O)c2cccc(C(F)(F)F)c2)CC1	3	-2.2	4	7	-5	2	-5	5	0	2
O=C(NCc1ccccc1)c1ccc2c(c1)OCCO2	5	1.2	2	-6	-4	5	-2	-10	5	0
C[C@H](c1ccccc1)N1C[C@@H](COCc2ccccc2)Oc2cc(N3CC[C@@H](N(C)C)C3)ccc2S1(=O)=O	5	-3.6	-2	18*	8	7	-6	-3	3	·
CCCCNc1ncnc2sc3c(c12)CCN(CCC)C3	-4	0.9	4	-2	-7	6	1	-10	-10	-9
COc1ccc(NC(=O)CCOc2ccccc2F)cc1S(=O)(=O)N1CCCCC1	0	-2.6	0	-2	-3	-4	-1	6	1	-7
O=C(NCc1ccco1)c1cc([N+](=O)[O-])ccc1Cl	-3	1.3	4	1	0	2	6	14	-2	7
CC1=CN2C(=NC(=O)CC2(C)C(=O)N(CC(=O)NC2CCCC2)c2cc(C)cc(C)c2)C=C1 (configuration not stated)	0	-1.6	-7	-1	2	1	5	11	-7	-2
COC1=C[C@H](C(=O)N[C@H]2CCCC[C@@H]2NC(C)=O)[C@H](C)[C@@H](c2ccccc2)CC1=O	2	·	-3	1	·	-6	8	-16	7	·
CCCN(CC(=O)Nc1ccccc1OC)C(=O)c1cnc(Cl)c(Cl)c1	-8	-0.8	5	1	-3	0	3	-1	-2	5
CC(C)Nc1nc(NC(C)(C)C)nc(Oc2ccc(=O)n(C)n2)n1	3	-0.7	-1	6	4	-3	3	9	-2	1
COc1ccc(/C=C(\NC(=O)c2ccco2)C(=O)NCc2ccco2)cc1	-4	-2.1	-2	7	2	5	3	19	1	-3
C=CCN1C(=O)C(CC(=O)Nc2ccccc2)N(Cc2ccccn2)C1=S (configuration not stated)	1	0.6	0	0	13	0	2	4	-1	-3
OC1(c2ccccc2)CCN(Cc2ccccc2)C2CCCCC21 (configuration not stated)	0	0.2	2	-10	-8	-3	3	-4	-1	-4
CCCCOCCCNC(=O)C[C@@H]1C[C@@]2(C(=O)OC)CCCCC=C2N(Cc2cccc3ccccc23)C1=O	0	-0.6	-2	2	-2	-8	-1	0	2	·
Cc1ccc(S(=O)(=O)CC(c2ccccc2)N2CCOCC2)cc1 (configuration not stated)	-2	-2.4	2	-6	4	-4	-3	8	-6	3
CCOC(=O)c1ccc2[nH]c3c(c2c1)CN(C)CC3	-1	0.3	0	5	4	0	-2	-2	7	-3
COc1ccc(-c2cc(C(=O)NC(C(=O)O)C(C)C)c(C)o2)cc1OC (configuration not stated)	-2	-2.8	0	-1	-3	6	·	-5	7	5
Cc1ccc(NC(=O)[C@H](CC(C)C)NC(=O)[C@@H]2Cc3ccccc3CN2)cc1	-3	-0.1	1	-3	-2	0	0	16	-4	1
Cc1cc(OCC(O)CN2CCc3ccccc3C2)ccc1Cl (configuration not stated)	0	0.6	-1	-2	5	-2	-1	2	-7	-4
Cc1ccc(C(=O)CSc2ccc(-c3cccnc3)nn2)cc1	4	-0.9	-6	-1	0	-7	0	-2	5	7
COc1cc(SC#N)ccc1N=Cc1c(C)[nH]n(-c2ccc(C)cc2C)c1=O	-2	2.7	13	3	10	12	-8	-6	8	-2
O=c1ncn(-c2cccc(Cl)c2)c2ccccc12	-1	-0.8	-1	1	5	2	-1	2	0	-1
Cc1ccc(NC(=O)CCn2cccc2)cc1F	0	-0.2	-2	4	0	-2	-3	3	2	-2
Cc1ccc(N(CC(=O)NCCSc2nc3ccccc3s2)S(=O)(=O)c2ccccc2)c(C)c1	-4	-2.0	9	-23	-3	-16	-4	-5	8	-62

Entries listed so far shown as hits in SIAE primary:
mol	LEDGF integ inh	PG9 Ab binder	PRMT1 FP inh	SIAE primary	TCR CD3 inh	mABHD4 FP	Rev-erbA mod	TDP2 inh	HTRA1 inhibitor
C[C@H](c1ccccc1)N1C[C@@H](COCc2ccccc2)Oc2cc(N3CC[C@@H](N(C)C)C3)ccc2S1(=O)=O	5	-3.6	-2	18*	8	7	-6	-3	·

Other entries:
SMILES	LEDGF integ inh	PG9 Ab binder	PRMT1 FP inh	SIAE primary	TCR CD3 inh	mABHD4 FP	Rev-erbA mod	TDP2 inh	rCAG RNA binder	HTRA1 inhibitor
Cc1ccc(CNC(=O)Nc2ccc(OC(F)(F)F)cc2)n1C	-2	-1.4	2	-4	-1	1	-1	9	0	2
O=C1C(Nc2ccccc2)=CC(c2ccc(O)cc2)N1c1ccccc1 (configuration not stated)	0	1.1	0	3	0	3	0	21	11	-1
Nc1nonc1-n1nnc(C(=O)N/N=C/c2ccc(Cl)cc2)c1-c1ccc2c(c1)OCO2	-3	-0.5	6	-6	-2	3	-4	-1	3	-9
COc1cccc(-c2cccc(NC(=O)C3CCN(CCCn4cccn4)CC3)c2)c1	0	-0.8	-2	-7	7	2	-11	5	2	-1
C=CCn1c(SCC2CCCCO2)nc2sc(CC)cc2c1=O (configuration not stated)	-4	-0.9	-2	-1	-2	3	-4	11	-7	-7
Cc1cc(C)cc(NC(=O)c2ccc(CSc3nnc(C)s3)cc2)c1	2	0.0	-1	-8	-1	-22	5	-1	-1	-32
Cn1c(=O)c(=O)n(C)c2cc(S(=O)(=O)NCCOc3ccccc3Cl)ccc21	2	-2.8	1	-3	0	-2	-6	1	-2	9
Cc1nc2scc(-c3ccc(C(C)C)cc3)c2c(=O)n1N	3	-0.9	0	2	5	-5	1	1	-2	·
COc1ccc(-n2cnc3ccccc32)cc1	0	-0.6	-3	4	6	-4	-1	-1	2	3
CCc1ccccc1OCC(=O)Nc1ccc(S(N)(=O)=O)cc1	3	-0.5	7	0	1	-4	-3	0	7	-5
CCOC(=O)N1CCC(NC(=O)c2ccc(CS(=O)c3ccc(Cl)cc3)o2)CC1 (configuration not stated)	-3	-0.8	1	0	10	0	-5	5	-6	-2
Cc1noc(C)c1CSc1nnc2sc3ccccc3n12	-3	-0.4	1	-3	-1	-8	1	-8	4	3
COc1ccccc1C(CNC(=O)C1COc2ccccc2O1)N1CCCC1 (configuration not stated)	-4	1.0	1	3	-1	2	9	-13	2	-3
COc1ccc(CN2C(=O)CNC2=S)cc1	-4	-2.2	-3	0	-6	1	-1	11	3	3
Cc1ccc(NS(=O)(=O)c2ccccc2)c(NS(=O)(=O)c2ccccc2)c1	2	-2.5	-4	-5	2	12	-3	-8	49*	-9
Cc1cccc(CNC(=O)NC2CCCCN(Cc3cccc(Cl)c3)C2=O)c1 (configuration not stated)	1	·	2	0	·	2	2	-10	1	·
CC1(C(=O)CSc2nc3ccccc3s2)CCC(=O)O1 (configuration not stated)	-1	1.4	29*	6	11	2	4	-3	5	6
CCOC(=O)c1c(NC(=O)COC(=O)c2nccnc2N)sc(C(=O)N(C)C)c1C	4	1.1	-1	5	5	4	0	-4	5	-3
COc1ccc(CCNC(=O)C2CCN(Cc3nc(-c4ccccc4F)oc3C)CC2)cc1OC	4	0.4	1	3	7	6	1	7	-8	-3
COc1ccc(-c2nc3c4ccccc4ccn3c2Cc2cccc(F)c2)cc1OC	3	-0.7	-4	8	-2	-12	-2	-9	6	·
CC(C)(C)c1ccc(-c2nnc(SCc3cccc4ccccc34)n2Cc2ccco2)cc1	2	·	-1	-8	·	-20	0	-14	7	·
CC1(C(=O)Nc2cccc3c2CCCC3)CCN1C(=O)Cc1ccccc1Cl (configuration not stated)	-3	-1.2	3	-2	-1	-3	0	6	0	·
Cc1ccc(C)c(S(=O)(=O)N2CCN(CC(=O)NC(=O)NCc3ccco3)CC2)c1	5	1.3	-6	-11	0	-4	6	-9	-2	1
Cc1ccc(C)c(S(=O)(=O)N2CCN(C(=O)CN3C(=O)C4CC=CCC4C3=O)CC2)c1 (configuration not stated)	0	0.3	-1	0	-4	5	-2	-8	-1	5
Cc1ccc(S(=O)(=O)NC(=O)N2CCN(Cc3c(F)cccc3Cl)CC2)cc1	0	1.9	-3	1	5	0	2	14	3	1
CC(C)NC(=S)N/N=C/c1ccccc1[N+](=O)[O-]	0	-0.7	-4	2	2	4	6	-4	1	4
Cc1cc(Cl)cc2sc(=S)[nH]c12	5	1.6	22*	6	4	-2	1	3	3	2
CC(=O)c1cccc(NC(=O)CSc2ccc(-c3ccco3)nn2)c1	8	-2.5	54*	5	26*	18	-31	18	26	-4
Cc1cccc(N2CCN(S(=O)(=O)c3c(C)[nH]c(C)c3C(=O)N3CCCCC3)CC2)c1C	-2	0.7	3	3	-7	6	-1	-3	-3	-2
Nc1ccc(S(=O)(=O)Nc2cnc3ccccc3n2)cc1	1&0	-1.4&-0.8	-2&-6	5&-2	14&-6	0&-2	7&1&-3&1	5&4	4&1	3&-6

Filtered by structure: those above with fluorine (seven)
SMILES	LEDGF integ inh	PG9 Ab binder	PRMT1 FP inh	SIAE primary	TCR CD3 inh	mABHD4 FP	Rev-erbA mod	TDP2 inh	rCAG RNA binder	HTRA1 inhibitor
O=C(Nc1ccc(N2CCOCC2)cc1)C1CCN(S(=O)(=O)c2cccc(C(F)(F)F)c2)CC1	3	-2.2	4	7	-5	2	-5	5	0	2
COc1ccc(NC(=O)CCOc2ccccc2F)cc1S(=O)(=O)N1CCCCC1	0	-2.6	0	-2	-3	-4	-1	6	1	-7
Cc1ccc(NC(=O)CCn2cccc2)cc1F	0	-0.2	-2	4	0	-2	-3	3	2	-2
Cc1ccc(CNC(=O)Nc2ccc(OC(F)(F)F)cc2)n1C	-2	-1.4	2	-4	-1	1	-1	9	0	2
COc1ccc(CCNC(=O)C2CCN(Cc3nc(-c4ccccc4F)oc3C)CC2)cc1OC	4	0.4	1	3	7	6	1	7	-8	-3
COc1ccc(-c2nc3c4ccccc4ccn3c2Cc2cccc(F)c2)cc1OC	3	-0.7	-4	8	-2	-12	-2	-9	6	·
Cc1ccc(S(=O)(=O)NC(=O)N2CCN(Cc3c(F)cccc3Cl)CC2)cc1	0	1.9	-3	1	5	0	2	14	3	1
